hcDAF-12 act: activators of H. contortus DAF-12 nuclear receptor | HEK293 hcDAF-12 lit1-tk-luc reporter, luminescence; 0% DMSO, 100% Δ7-dafachronic acid | hit rate 1.4% among 370,000 | AID 652067 | activation, % at 6.8 µM;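 active = activation above the mean of all tested compounds plus 3 SD, cut at about 5.5% in these data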;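 note: 100% = response to 3 µM Δ7-dafachronic acid high control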
DAX1 inh-1: DAX1 (NR0B1) inhibition, primary screen. HEK293T StAR-luciferase reporter, SF-1/DAX-1 repression relief. inhibition, % at 6.8 µM. AID 652010. hit rate 1.1% among 370,000;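 active = inhibition above the mean over all tested compounds plus 3 SD, cut at about 3.6% in these data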;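 note: 0% = DAX-1 cells with DMSO and 100% = cells lacking DAX-1 with DMSO; higher inhibition means more luminescence from relief of DAX-1 repression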
DAX1 inh-2: inhibits human nuclear receptor DAX1; hit rate 0.99% among 340,000; HEK293 Gal4-DAX1 luciferase reporter, luminescence; P51843; AID 504766; inhibition, % at 6.75 µM;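 active = inhibition above the mean over all tested compounds plus 3 SD, cut at about 4.2% in these data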;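 note: 0% = DAX1-transfected cells with DMSO and 100% = empty-vector control cells with DMSO; inhibition shows as a rise in luminescence from relieved DAX1 repression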
Target sequence (P51843 207-470 limits assumed): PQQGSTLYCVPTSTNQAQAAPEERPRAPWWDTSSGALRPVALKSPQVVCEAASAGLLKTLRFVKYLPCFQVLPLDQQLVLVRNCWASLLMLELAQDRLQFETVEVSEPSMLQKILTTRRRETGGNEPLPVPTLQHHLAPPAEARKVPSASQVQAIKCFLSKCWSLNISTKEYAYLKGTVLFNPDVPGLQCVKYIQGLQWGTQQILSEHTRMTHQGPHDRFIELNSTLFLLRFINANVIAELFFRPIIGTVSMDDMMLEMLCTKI
hgDAF12 agonist: activates the H. glycines DAF-12 receptor ligand-binding domain; HEK293 GAL4-hgDAF12 UAS-luciferase reporter, agonist luminescence; normalized to butyrate control; activation, % at 6.8 µM; hit rate 1.8% among 370,000; AID 687014;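 active = activation above a cutoff set at the mean of all screened compounds plus 3 SD, cut at about 10% in these data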;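 note: 0% = DMSO wells and 100% = sodium butyrate wells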
ssDAF-12 act: S. stercoralis DAF-12 activation, primary screen | HEK293 ssDAF-12/GRIP1 lit1-tk-luc reporter, luminescence; % of 3 µM dafachronic acid response | activation, % at 6.8 µM | hit rate 1% among 370,000 | AID 652126;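 active = activation above the mean over all tested compounds plus 3 SD, cut at about 0.9% in these data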;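 note: 0% = DMSO-only wells and 100% = 3 µM delta7-dafachronic acid wells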
sPLA2-III inh: Inhibits HGIII-sPLA2 liposome hydrolysis, primary screen | hit rate 0.56% among 370,000 | Q9NZ20 | AID 743126 | inhibition, % at 12.2 µM | QFRET BODIPY PC-A2 liposome hydrolysis, fluorescence;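 active = inhibition above mean plus 3 SD of compounds lying within the high and low control bounds, cut at about 19% in these data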;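 note: 0% = median of test compound wells and 100% = no enzyme DMSO wells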
Target sequence (Q9NZ20 whole entry, looked up): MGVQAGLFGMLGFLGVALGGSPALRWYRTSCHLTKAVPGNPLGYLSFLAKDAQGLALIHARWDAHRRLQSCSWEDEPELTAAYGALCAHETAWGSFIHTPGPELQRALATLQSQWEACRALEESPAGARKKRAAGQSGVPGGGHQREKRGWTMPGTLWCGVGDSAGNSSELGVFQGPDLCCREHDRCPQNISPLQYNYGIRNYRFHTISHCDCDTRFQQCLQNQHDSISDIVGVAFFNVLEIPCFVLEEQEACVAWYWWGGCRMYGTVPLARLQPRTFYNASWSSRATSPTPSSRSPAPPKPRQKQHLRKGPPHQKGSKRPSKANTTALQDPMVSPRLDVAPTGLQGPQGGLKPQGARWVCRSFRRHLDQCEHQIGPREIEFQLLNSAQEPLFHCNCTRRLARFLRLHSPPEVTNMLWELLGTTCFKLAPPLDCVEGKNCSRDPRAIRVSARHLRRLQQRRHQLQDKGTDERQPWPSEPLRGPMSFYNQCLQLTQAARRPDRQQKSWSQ
SMARCA2 act: SMARCA2 function activation, primary screen; MG213 cells, MMTV-luciferase reporter, dexamethasone, overnight; activation, % at 9.1 µM; hit rate 1% among 370,000; AID 652017; in the data active = activation above about 7.8%;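 note: 0% = vehicle wells and 100% = reference activator wells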
NPR1 activator: GC-A (human) enzyme activation. HEK293 GC-A cells, cGMP TR-FRET, EC30 ANP; 0% at EC30 ANP, 100% saturating ANP. P16066. activation, % at 10 µM. hit rate 0.14% among 370,000; in the data active = activation above about 40%
KLK7 zymogen act: activators of human kallikrein-7 zymogen; P49862; activation, % at 7 µM; purified proKLK7, EDANS-DABCYL substrate fluorescence; 100% is mature enzyme control, 0% vehicle; hit rate 0.9% among 370,000;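 active = activation above the mean of all tested compounds plus 3 SD, computed per campaign excluding outliers beyond control limits, cut at about 13% in these data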
Target sequence (P49862 whole entry, looked up): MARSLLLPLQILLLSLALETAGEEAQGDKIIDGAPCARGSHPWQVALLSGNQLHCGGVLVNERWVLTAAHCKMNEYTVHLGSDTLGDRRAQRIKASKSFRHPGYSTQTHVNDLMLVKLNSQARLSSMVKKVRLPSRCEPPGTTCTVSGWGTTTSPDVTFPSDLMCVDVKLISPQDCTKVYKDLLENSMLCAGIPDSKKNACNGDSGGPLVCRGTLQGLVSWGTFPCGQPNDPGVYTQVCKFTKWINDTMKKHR
NPR2 activator: GC-B (human) receptor activation; P20594; HEK293-GC-B cells, CNP EC30, cGMP TR-FRET; 0% at EC30 CNP, 100% saturating CNP; activation, % at 10 µM; hit rate 0.11% among 370,000;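 active = activation at 10 µM reaching about 35% in either raw or pattern-adjusted values, limit read from the data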
GAA850 FXN act: increases GAA850 frataxin promoter reporter activity. HEK293 lucGAA850 FXN promoter luciferase reporter, 24 h; percent of 10 µM SAHA response. AID 540364. activation, % at 6 µM. hit rate 0.56% among 360,000;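 active = activation above the average of all compounds screened plus 3 SD, cutoff fixed separately per campaign, cut at about 7.5% in these data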;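 note: 0% = DMSO wells and 100% = 10 µM SAHA wells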
* marks the source's active call; other numbers are inactive results; nt = not tested or not shown. Compounds were not picked by outcome (roughly 6.7% active in at least one column).

SMILES	hcDAF-12 act	DAX1 inh-1	DAX1 inh-2	hgDAF12 agonist	ssDAF-12 act	sPLA2-III inh	SMARCA2 act	NPR1 activator	KLK7 zymogen act	NPR2 activator	GAA850 FXN act
Cc1ccc(C(=O)NN2CC(O)=C(c3nc(-c4cccc([N+](=O)[O-])c4)cs3)C2=N)cc1	-1.6	-0.6	0.3	-0.1	-0.9	-3	-1	-1	-0.5	3	3.7
CC1Sc2ccc(S(=O)(=O)CCC(=O)N(C)Cc3ccco3)cc2NC1=O (stereo unspecified)	-2.1	0.0	0.1	-1.0	-1.0	-1	-1	-3	-0.1	2	-2.2
C/C(N)=C(/C#N)C(=O)COC(=O)c1cccc(O)c1	0.2	-0.4	1.0	2.0	-1.4	0	-3	-3	-0.5	0	0.2
COCc1ccc(C(=O)N2CCCC(Nc3ccc(F)c(F)c3)C2)s1 (stereo unspecified)	-1.1	0.1	0.1	-0.1	-0.7	-1	-2	-1	-0.3	-3	-1.5
CC1CCN(S(=O)(=O)c2ccc3ncn(CC(=O)N4CCN(C)CC4)c(=O)c3c2)CC1	-0.9	-0.4	-0.1	2.1	-0.5	0	0	2	0.5	7	2.0
O=C(COC(=O)c1ccc2c(c1)OCCO2)Nc1ccc(F)cc1F	-0.6	0.1	-0.3	-1.5	-0.9	-4	-3	0	0.1	-2	-1.6
COC(=O)C1CCN(C(=O)COC(=O)c2ccc(=O)n(Cc3ccccc3)n2)CC1	-0.1	2.0	0.2	0.9	-1.4	6	-1	-4	0.3	2	1.1
COC(=O)[C@@]12CCCCC3=C1N(CCC3)C(=O)[C@H]2CC(=O)NCC12CC3CC(CC(C3)C1)C2	0.7	0.2	nt	2.4	-1.3	1	-2	-1	0.3	6	nt
COC(=O)[C@H]1C[C@@]2(n3ccc4ccccc43)c3ccccc3N(S(=O)(=O)c3ccccc3)[C@H]2N1	3.0	-0.7	nt	0.8	0.1	-6	-4	-4	0.6	-1	nt
O=C(CN1C(=O)CSc2ccc(S(=O)(=O)N3CCOCC3)cc21)NCCCN1CCc2ccccc2C1	0.7	1.0	0.2	-0.9	-1.0	-5	1	-3	-0.2	1	1.6
COc1ccc(Cc2ccccc2C(=O)O)cc1	1.6	-0.4	1.5	-4.4	-0.8	13	3	0	0.0	3	0.4
CC(C)CNS(=O)(=O)c1cc2c3c(c1)CCC(=O)N3CCC2	0.2	0.5	-0.1	2.5	-1.2	-5	-3	0	0.5	2	3.3
O=C(CCCc1c[nH]c2ccccc12)Nc1ccc(S(=O)(=O)Nc2ncccn2)cc1	1.9	0.8	1.5	-2.5	-1.6	-90	-2	-2	-0.1	-2	2.6
CCOc1ccc(NC(=O)CN2C(=O)CSc3ccc(S(=O)(=O)N4CCOCC4)cc32)cc1	-0.5	0.4	-0.3	-1.9	-1.0	0	3	-3	0.1	-7	-2.1
O=C(Cn1cnc2c(OCc3ccccc3)ncnc21)NCc1ccccc1	0.6	-0.3	-0.3	-1.4	-0.7	12	2	-3	-0.8	3	-1.6
COC(=O)Nc1ccc(S(=O)(=O)Nc2ncccn2)cc1	-1.5	0.5	-0.9	-2.0	-0.9	0	-3	2	-0.6	-2	0.1
NNC(=O)CN1C(CN2CCOCC2)=Nc2ccc(Br)cc2C1c1ccccc1 (stereo unspecified)	-0.9	-0.2	0.3	-1.5	-0.7	-14	-4	-39	0.4	-22	3.2
COC(=O)/C=C1\S/C(=N/NC(=O)c2ccc(OC)cc2)NC1=O	-1.3	-0.4	0.6	0.9	-0.6	-1	3	-1	0.5	3	1.5
Cc1ccc(S(=O)(=O)N2CCN(C(=O)C3CC3C)CC2)c(C)c1 (stereo unspecified)	1.2	-0.4	0.2	3.9	-1.2	6	-3	-1	-0.6	-2	-1.5
O=C(c1ccc(F)cc1)N1CCCCC(S(=O)(=O)c2ccccc2)C1=O (stereo unspecified)	-0.3	0.5	2.1	2.3	-1.1	4	-1	-1	0.2	-1	-0.3

A few values from the entries so far:
`Cc1ccc(S(=O)(=O)N2CCN(C(=O)C3CC3C)CC2)c(C)c1` (stereo unspecified) in DAX1 inh-2 → 0.2
`COC(=O)[C@@]12CCCCC3=C1N(CCC3)C(=O)[C@H]2CC(=O)NCC12CC3CC(CC(C3)C1)C2` in DAX1 inh-1 → 0.2
`O=C(COC(=O)c1ccc2c(c1)OCCO2)Nc1ccc(F)cc1F` in sPLA2-III inh → -4
`COC(=O)C1CCN(C(=O)COC(=O)c2ccc(=O)n(Cc3ccccc3)n2)CC1` in hcDAF-12 act → -0.1

Remaining list, next part
SMILES	hcDAF-12 act	DAX1 inh-1	DAX1 inh-2	hgDAF12 agonist	ssDAF-12 act	sPLA2-III inh	SMARCA2 act	NPR1 activator	KLK7 zymogen act	NPR2 activator	GAA850 FXN act
CC(C)OC(=O)CC12CN3CN(C1)CC(CC(=O)OC(C)C)(C3)C2=O	2.2	-0.5	-0.9	-0.9	0.2	4	-3	1	0.1	2	1.9
O=C(CN1C(=O)COc2ccccc21)N(Cc1ccccc1)Cc1ccccn1	-1.2	-1.0	-0.6	-1.6	-0.9	0	-3	-10	0.1	-7	-0.6
Nc1ccn(CC(=O)NCc2ccc3c(c2)OCO3)c(=O)n1	-0.3	-0.3	0.5	1.6	-1.1	3	1	5	0.4	0	-0.4
O=C(C1CCC1)N1CCN(S(=O)(=O)c2ccc(F)cc2)CC1	-0.3	1.0	-0.8	-2.4	-1.4	0	-1	3	0.8	0	-2.1
CN1CCN2c3ccccc3Cc3ccccc3C2C1 (stereo unspecified)	1.1	-0.8	1.2	0.7	-1.3	-25	-1	-9	0.6	-8	-1.0
COCCn1c(=NC(=O)/C=C/c2ccccc2)sc2cc(NC(C)=O)ccc21	-0.5	-0.3	-1.7	-2.0	-2.1	-6	-1	4	-166	-4	1.1
C/C(=N\NC(=O)c1ccn(C)n1)c1ccc(NC(=O)C2CCC2)cc1	1.6	2.4	1.1	10	-0.4	5	4	-1	0.6	10	2.8
COc1ccc(C(C#N)c2cnccn2)cc1OC (stereo unspecified)	-1.8	0.3	3.1	-1.5	-0.4	2	2	5	-0.3	3	2.8
CCCNC(=O)N1C2=NC(C(=O)OC)=C(C(=O)OC)[C@@H]3N(Cc4ccccc4)c4ccccc4[C@]23C[C@H]1CO	-0.7	-0.4	-0.2	0.9	-1.0	2	1	-3	0.1	2	0.2
Cc1cccc(C(C(=O)NC2CCCCC2)N(Cc2cccnc2)C(=O)c2csnn2)c1 (stereo unspecified)	-0.4	1.1	-1.4	-1.0	-0.8	0	-1	-4	-0.6	-6	0.6
C=CCn1c(SCC(=O)NCCc2ccccc2)nnc1C(C)NC(=O)c1cccs1 (stereo unspecified)	-0.8	-0.4	-0.3	-0.8	-1.6	-3	-3	-4	0.0	-4	-0.9
COc1ccc(N2CC(O)=C(c3n(C)c4ccccc4[n+]3C)C2=N)cc1	0.7	0.1	-0.3	-0.3	-0.8	4	2	1	-1.1	-3	-0.6
FC(F)(F)c1cc(-c2ccccc2)nc(NC2CCCC2)n1	-1.1	-0.1	0.2	2.6	-0.6	8	1	5	-1.3	2	3.5
O=C(Nc1ccccc1F)c1cccc(C(=O)Nc2ccccc2F)c1	-1.5	0.2	-0.6	-1.2	-0.8	0	2	3	0.1	-3	-0.1
COc1ccc(-c2cc(C(F)(F)F)nc(SCC(=O)NCCN3CCOCC3)n2)cc1OC	-2.5	-0.7	0.2	-0.5	-1.2	3	-1	2	11	3	2.4
Cc1ccc(C2OC3=C(C(=O)CC(C)(C)C3)C(N)=C2C#N)o1 (stereo unspecified)	-0.4	-0.1	-1.1	0.5	-1.4	4	-2	0	-0.3	1	-0.3
O=C(c1sc2ccccc2c1Cl)N(Cc1cccs1)C1CCS(=O)(=O)C1 (stereo unspecified)	-0.8	-0.5	-1.8	0.3	-1.3	-17	-1	-3	0.3	-5	-0.6
COC(=O)c1[nH]c2cc(OC)ccc2c1NC(=O)CCN1CCN(c2cccc(C)c2C)CC1	-1.9	-0.2	-1.0	-3.4	-0.9	-30	-2	-7	0.6	0	1.2
CCCN1CCC(=O)N([C@H](CSc2ccccc2)CC(C)C)CC1	1.3	0.3	2.8	6.8	-0.8	5	5	0	0.2	-1	4.1
COc1ccccc1N1CCN(C2CCN(S(=O)(=O)c3ccc4ccccc4c3)CC2)CC1	-0.9	-0.1	-2.4	-1.5	-2.0	-15	-3	-21	0.3	-8	-3.2
O=C(NC(=S)N1CCN(c2ccc(F)cc2)CC1)c1ccccc1	-0.3	-0.7	1.3	-0.8	-0.4	8	-4	-2	0.3	-2	0.0
Cc1ccc(S(=O)(=O)NCc2cn3ccccc3n2)c(C)c1	-2.6	0.4	-0.2	2.0	-1.2	5	3	-1	-0.1	-1	-0.2
O=[N+]([O-])c1ccc(-c2nc(NCc3ccccc3)c3ccccc3n2)cc1	-0.5	1.2	-1.1	8.1	-1.0	14	2	15	-0.3	6	-1.2
COc1nn(CC(=O)N2N=C(C(F)F)CC2(O)C(F)F)cc1[N+](=O)[O-] (stereo unspecified)	1.3	0.1	-0.4	-0.9	-0.9	-8	1	-2	-0.8	4	-1.2
CC(C)NC(=O)N[C@H]1C=C[C@H](CC(=O)NCc2ccc(Oc3ccccc3)cc2)O[C@@H]1CO	-1.1	1.2	nt	2.9	0.2	5	-5	-1	0.0	-6	nt
Cc1c(C)c(C)c(CO/N=C/c2cccs2)c(C)c1C	-0.3	-0.4	1.8	-1.6	-1.5	-3	-2	-1	0.0	8	-1.2
CC(C)(C)c1ccc(CCC(CC(=O)O)CC(=O)O)cc1	-0.4	-0.1	1.5	0.2	-1.2	7	-3	2	0.2	1	0.7
O=C(NN=Cc1ccccc1C(F)(F)F)c1cc(-c2ccc(Cl)cc2)n[nH]1	-3.5	-0.3	nt	2.1	-1.5	-15	-5	2	-0.1	9	nt
COc1cccc(-c2cc(-c3cccnc3)nc(N)c2C#N)c1	-0.4	-0.5	1.6	-4.4	-1.8	-6	-2	-12	0.7	5	2.9
C=CCn1c(NC(=O)c2ccco2)nc2ccccc21	0.6	-0.4	0.2	1.9	-0.8	5	0	-3	0.7	-2	1.7
CC1(C(=O)NCc2ccccc2)CCC(=O)N1C1CC1 (stereo unspecified)	-1.1	-1.1	nt	-1.4	-0.3	-4	0	6	0.1	-3	nt
COC(=O)[C@]12CCCCC=C1N(Cc1ccc(OC)cc1)C(=O)[C@@H]2CC(=O)NCCc1ccccc1OC	-2.1	-1.1	nt	2.1	-0.7	-15	-2	-4	0.3	3	nt
CC(C)(C)OC(=O)NCCCCCc1nnc(SCc2ccccc2)o1	-4.2	-0.4	-0.6	-2.3	-2.4	-9	-3	-2	0.2	0	-1.0

Grouped by structure: those above with a tert-butyl group.
SMILES	hcDAF-12 act	DAX1 inh-1	DAX1 inh-2	hgDAF12 agonist	ssDAF-12 act	sPLA2-III inh	SMARCA2 act	NPR1 activator	KLK7 zymogen act	NPR2 activator	GAA850 FXN act
CC(C)(C)c1ccc(CCC(CC(=O)O)CC(=O)O)cc1	-0.4	-0.1	1.5	0.2	-1.2	7	-3	2	0.2	1	0.7
CC(C)(C)OC(=O)NCCCCCc1nnc(SCc2ccccc2)o1	-4.2	-0.4	-0.6	-2.3	-2.4	-9	-3	-2	0.2	0	-1.0

High-throughput results (PubChem BioAssay)
